B2AR arrestin – qHTS assay of beta-arrestin-biased ligands of beta2-adrenergic receptor | Beta-2 adrenergic receptor (Homo sapiens), P07550 | beta-arrestin recruitment to beta2AR, cell-based reporter | Potency, µM (top dose mostly 46.1 µM), for inactives: top-dose activation, usual class: activators | hit rate 0.02% among 330,000;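 note: potency is the fitted concentration of half-maximal effect; 0% = DMSO controls and full agonism = EC100 isoproterenol or metaproterenol; nearly all actives have a fitted effect of over 65% in size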
BCR signal inh – qHTS Assay to Find Inhibitors of Chronic Active B-Cell Receptor Signaling | ABC-DLBCL IkBa-CBG/CBR reporter, luminescence ratio, 4 h | Potency, µM (doses to about 46.1 µM), for inactives: at the highest dose ratio change, negative = lower green/red ratio, actives largely listed as inhibitors | hit rate 0.05% among 340,000; active = well fitted inhibition curve with a large enough effect in the signal ratio, with a control signal flat, not every such curve was filed as active; inconclusive = small, poorly fitted or top-dose-only effect, or effect the other way, or a change in a side signal; the % refers to the signal ratio;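 note: potency is the fitted concentration of half-maximal effect; plate controls were basal doxycycline-induced cells for no effect and cells given 10 µM MG132 for full effect; MG132 reads +100%, hits lower the ratio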
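Concentration-response series (up to 46 uM) were applied to TMD8 dual-reporter cells for 4 h at 37C with doxycycline. Green/red ratio, after filter-overlap correction, defined %Activity; red signal alone was normalised to basal cells and zero luminescence.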
KCNH2 3.1 inh – qHTS for Inhibitors of KCHN2 3.1: Mutant qHTS. activity change, % (tested at about 1.8 µM). hit rate 0.95% among 340,000. AID 720553, 2013. U2OS KCNH2 3.1, thallium flux FluxOr; active compounds read low;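 active = maximum activity change below -70%; inconclusive = maximum activity change from -70% to -50%; inactive = maximum activity change above -50%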;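 note: thallium influx rate constant from kinetic fluorescence after stimulation buffer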
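Kinetic fluorescence (2 min after stimulation buffer) measures Tl+ influx through KCNH2 3.1 expressed by viral transduction in U2OS cells; the rate constant is normalized against DMSO controls serving as positive and negative references.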
Coupling enz – qHTS Assay for Inhibitors of Fructose-1,6-bisphosphate Aldolase from Giardia Lamblia: Coupling assay counterscreen | coupling enzyme system counterscreen, AmpLite Red fluorescence | activity change, negative = inhibition, % at 58.2 µM, hits read low | hit rate 0.67% among 290,000; in the data active = activity change below about -30%
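Activity here indicates interference with the coupling reaction, not aldolase inhibition. Compounds at 57.5 uM final met coupling enzymes for 10 min at RT; substrate and AmpLite Red detection followed, with a 525/598 nm fluorescence read after 20 min.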
uPA surface inh – qHTS for Inhibitors of Cell Surface uPA Generation. hit rate 0.31% among 330,000. Potency, µM (series often up to 38.3 µM), for the others: at the highest dose activity change, negative = inhibition, usual class: inhibitors. cell surface uPA generation assay, qHTS. AID 540303, 2011; active = well fitted inhibition curve with a large enough effect; inconclusive = small, poorly fitted or top-dose-only effect; inactive = no such curve, though single readings can be large or run the other way; tested in mouse RAW 264.7 cells; note: potency is the fitted concentration of half-maximal effect; nearly all actives have a fitted effect of over 55% in size
KCNH2 WT inh – qHTS for Inhibitors of KCHN2 3.1: Wildtype qHTS; Voltage-gated inwardly rectifying potassium channel KCNH2 (Homo sapiens), Q12809; U2OS, BacMam KCNH2, thallium flux FluxOr; active compounds read low; activity change, % at 1.84 µM; hit rate 0.37% among 340,000; AID 720551, 2013;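 active = maximum activity change below -70%; inconclusive = maximum activity change between -70% and -50%; inactive = maximum activity change above -50%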
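U2OS cells were transduced with wild-type KCNH2 virus (2.03 x 10^8 / mL) for 4 h at room temperature, then cultured overnight at 37 C. Thallium flux was read with FluxOr dye. Rate constants were normalized to DMSO controls.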
PKM2 activator – qHTS Assay for Activators of Human Muscle isoform 2 Pyruvate Kinase; Pyruvate kinase PKM (Homo sapiens), P14618; hit rate 0.34% among 260,000; Potency, µM (doses to about 57.5 µM), without a hit: at the top dose activation, usual class: activators; purified PKM2, Kinase-Glo ATP luminescence, activation; response scale: 0% is enzyme alone, no compound; note: potency is the fitted concentration of half-maximal effect; nearly all actives have a fitted effect of over 55% in size
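Purified hPK-M2 (>95% pure) converted ADP (0.1 mM final) to ATP with 0.5 mM PEP in 50 mM imidazole pH7.2, KCl, MgCl2, Tween 20, BSA; 1 h at room temperature. ATP detected by Kinase-Glo luminescence.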
Eya2 phos inh – qHTS Assay for Inhibitors of the Phosphatase Activity of Eya2. Protein phosphatase EYA2 (Homo sapiens), O00167. recombinant Eya2, OMFP fluorescence dephosphorylation (OMFP is methylfluorescein phosphate). Potency, µM (top dose mostly 76.9 µM), inactives show at the top dose activity, negative = inhibition, usual class: inhibitors. hit rate 0.006% among 330,000. AID 488837, 2010; note: potency is the fitted concentration of half-maximal effect
Target sequence (O00167 whole entry, looked up): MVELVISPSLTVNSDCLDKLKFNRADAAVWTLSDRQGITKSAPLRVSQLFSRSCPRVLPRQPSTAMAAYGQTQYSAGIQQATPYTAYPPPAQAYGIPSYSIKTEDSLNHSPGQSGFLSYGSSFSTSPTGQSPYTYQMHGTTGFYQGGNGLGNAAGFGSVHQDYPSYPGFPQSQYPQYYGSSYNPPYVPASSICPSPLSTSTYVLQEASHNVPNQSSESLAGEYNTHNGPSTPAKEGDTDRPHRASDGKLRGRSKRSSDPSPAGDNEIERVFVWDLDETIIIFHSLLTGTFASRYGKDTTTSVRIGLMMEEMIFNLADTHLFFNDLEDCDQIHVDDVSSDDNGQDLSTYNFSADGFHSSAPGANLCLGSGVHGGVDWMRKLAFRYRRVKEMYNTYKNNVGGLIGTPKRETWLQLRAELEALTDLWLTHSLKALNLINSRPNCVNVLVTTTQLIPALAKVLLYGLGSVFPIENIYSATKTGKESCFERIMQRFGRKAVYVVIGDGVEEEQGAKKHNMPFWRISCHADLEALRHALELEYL
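Eya2 (0.2 uM) preincubated 10 min at ambient with compound, then OMFP substrate added at 50 uM; 10 min reaction in 50 mM HEPES pH 7.5, 50 mM NaCl, 5 uM MgCl2, 0.05% BSA, 1 mM DTT. Fluorescence read at Ex 485/Em 525 nm.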
Giardia kill – Small Molecules that selectively kill Giardia lamblia: qHTS; Giardia lamblia trophozoite viability; activity change, % at 7.66 µM, hits read low; hit rate 0.15% among 340,000; in the data active = activity change below about -80%; inconclusive = between about -30% and that limit;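 note: parasites exposed to compound for two days anaerobically before the ATP read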
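Media and compound were dispensed first, then trophozoites at 100 cells/well; plates sat 48 hrs at 37 deg C without oxygen before ATP luminescence reagent was added and read after 15-30 min at room temperature.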
USP2a inh – qHTS Assay for Inhibitors of Ubiquitin-specific Protease USP2a Using CHOP2 as the Reporter. Ubiquitin carboxyl-terminal hydrolase 2 (Homo sapiens), O75604. USP2 core, Ub-CHOP2 coupled fluorogenic reporter, 485/531. Potency, µM (doses to about 38.3 µM), inactives show top-dose activity change, negative = inhibition, actives largely listed as inhibitors. hit rate 0.01% among 330,000;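 note: potency is the fitted concentration of half-maximal effect; plate controls were DMSO wells for no effect and full inhibition by NEM control for full effect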
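USP2 core (10nM final) preincubated 30min RT with compound in 20mM Tris-HCl pH 8.0, 2mM CaCl2, 2mM beta-mercaptoethanol, 0.05% CHAPS; 25nM Ub-CHOP2 plus 25nM reporter substrate added, fluorescence (Ex485/Em531) read after 60min.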
GALK inhibitor – qHTS Assay for Inhibitors of Human Galactokinase (GALK) | hit rate 0.007% among 270,000 | P51570 | Purified GALK, Kinase-Glo residual ATP luminescence | Potency, µM (series often up to 57.5 µM), without a hit: at the top dose activity change, negative = inhibition, usual class: inhibitors; note: potency is the fitted concentration of half-maximal effect
Target sequence (P51570 whole entry, looked up): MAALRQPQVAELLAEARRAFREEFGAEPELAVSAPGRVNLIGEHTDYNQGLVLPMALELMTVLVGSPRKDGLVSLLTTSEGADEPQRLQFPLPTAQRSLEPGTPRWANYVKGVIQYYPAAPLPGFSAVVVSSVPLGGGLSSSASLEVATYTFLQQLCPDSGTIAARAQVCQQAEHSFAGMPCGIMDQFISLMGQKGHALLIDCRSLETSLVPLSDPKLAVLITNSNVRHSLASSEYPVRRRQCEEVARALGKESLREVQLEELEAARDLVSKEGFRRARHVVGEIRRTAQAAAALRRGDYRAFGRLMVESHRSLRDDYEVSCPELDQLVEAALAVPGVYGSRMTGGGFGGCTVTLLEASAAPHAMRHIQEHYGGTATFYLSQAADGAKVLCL
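5 nM enzyme, 35 uM ATP, 100 uM galactose, 20 mM HEPES pH8.0, 5 mM MgCl2; 1 h RT; residual ATP by Kinase-Glo Plus luminescence, qHTS format.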
* = called active by the depositor; i = inactive; ? = inconclusive; / = not tested or not shown. Unless noted, calls come from the whole dose curve; as a rule, active = well fitted curve in the direction sought with a large enough effect; inconclusive = small, poorly fitted or top-dose-only effect, or another doubt; inactive = no such curve, though single readings can be large; an effect the other way counts as inactive or inconclusive. Unless noted, % is set by controls: 0 for no effect and ±100 for the full control effect.

SMILES	B2AR arrestin	BCR signal inh	KCNH2 3.1 inh	Coupling enz	uPA surface inh	KCNH2 WT inh	PKM2 activator	Eya2 phos inh	Giardia kill	USP2a inh	GALK inhibitor
COCCn1c(C)cc(C(=O)CN2CCCCC2)c1C	0.0%	-1.0%	-11.6	0.1	-0.6%	2.1	-4.3%	0.2%	-8.0	0.6%	5.5%
N#Cc1ccc(S(=O)(=O)Nc2ccccc2N2CCOCC2)cc1	-0.6%	?	10.0	/	5.5%	-6.5	/	-5.5%	-14.5	-8.3%	/
O=C(NNC(=O)c1cc2c(s1)CCCC2)c1ccccc1	-0.8%	-0.4%	20.5	6.0	2.2%	/	7.4%	8.4%	13.9	0.6%	3.0%
C=CCN(c1ccc(C(=O)Nc2ccc(C)cc2)cc1)S(C)(=O)=O	-0.1%	23.2%	25.0	1.1	-2.3%	-1.6	-10.2%	-9.1%	-1.6	-1.5%	-0.5%
Cc1occc1C(=O)NNC(=O)c1ccc(S(=O)(=O)N(C)C)cc1	-0.6%	-3.1%	2.6	/	-3.0%	-13.3	/	-9.4%	-8.0	0.5%	/
CCOc1ccc(C(=O)CCN2CCCCCC2)cc1	-0.9%	?	/	5.0	-6.4%	14.6	-3.0%	-5.8%	-1.1	1.9%	11.4%
CC1(C)CC(NC(=O)CC(c2ccccc2)c2ccccc2)CC(C)(C)N1	-0.4%	10.5%	10.1	3.3	1.1%	-3.8	0.7%	10.5%	-14.2	3.0%	-0.7%
Cc1nnc(C)n1/N=C/c1cccs1	-1.0%	-0.9%	-3.6	2.8	-1.4%	-0.8	-1.2%	21.2%	15.7	0.5%	3.4%
CC(C)(C)c1ccc(C(=O)c2c[nH]c(C(=O)NCc3cccs3)c2)cc1	-0.7%	-8.9%	-1.0	1.9	-2.5%	-4.0	0.3%	-4.0%	-16.2	-5.7%	-0.9%
CCOC(=O)C1=C(CNCc2ccc(C)cc2)NC(=O)NC1c1cc(C)ccc1C (configuration not stated)	-0.9%	4.4%	-2.2	0.7	/	6.9	6.4%	-3.6%	11.0	-2.1%	0.5%
O=C(Nc1ccc(Nc2ccncc2)cc1)c1ccc([N+](=O)[O-])cc1	0.5%	?	?	1.5	-11.7%	28.5	2.9%	-9.1%	14.7	1.2%	8.7%
CC(C)n1cc(-c2ccc(Cl)cc2)cc(C#N)c1=O	3.3%	?	-3.5	0.4	11.9%	5.9	-0.1%	10.3%	-11.4	-0.3%	1.2%
O=C1NC(=O)/C(=C\c2ccccc2OCc2cccc([N+](=O)[O-])c2)N1	-0.6%	11.0%	3.2	1.4	?	-13.2	-6.0%	-0.1%	19.1	0.7%	1.3%
CCOC(=O)c1c(N)sc2c(OC)c(Br)ccc12	/	/	-4.7	-3.0	2.6%	-17.6	1.6%	/	6.3	/	-1.7%
NS(=O)(=O)c1ccc(CNC(=S)Nc2ccc(Cl)c(Cl)c2)cc1	-0.3%	-10.2%	-14.6	0.8	1.1%	i	0.1%	-0.9%	25.3	-0.3%	-1.3%
CC(C)Cc1nnc(NC(=O)CN2C(=O)NC3(CC(C)CC(C)(C)C3)C2=O)s1 (configuration not stated)	-0.1%	-13.3%	4.6	/	5.2%	6.5	/	6.1%	-12.8	4.3%	/
O=Cc1ccc(OCc2ccc3ccccc3c2)cc1	-0.2%	?	6.4	-0.3	-3.1%	-7.1	3.2%	-0.1%	-2.2	0.3%	5.2%
CC(C)=CCN1CCN(C/C(Cl)=C/c2ccccc2)CC1CCO (configuration not stated)	-0.3%	3.5%	-13.0	0.2	-1.1%	11.8	-6.6%	-23.8%	-1.1	2.1%	-1.5%
CN(C)S(=O)(=O)c1cccc(NC(=O)c2ccc(NS(=O)(=O)c3cccs3)cc2)c1	-0.5%	-0.4%	6.5	/	-0.4%	-0.6	/	4.6%	-5.5	0.7%	/
CCC(CC)c1nnc(NC(=O)C2CC(=O)N(CCc3ccc(F)cc3)C2)s1 (configuration not stated)	0.3%	-3.3%	-3.8	0.7	-2.5%	-0.4	-17.4%	-0.3%	11.6	5.2%	0.2%
CCOC(=O)c1ccc(N2C(=O)c3n[nH]c(-c4ccco4)c3C2c2ccc([N+](=O)[O-])cc2)cc1 (configuration not stated)	?	?	-40.0	2.2	-7.5%	-21.1	-1.7%	-0.3%	3.7	-9.7%	1.7%
NS(=O)(=O)c1ccc(CNC(=O)c2ccncc2)cc1	-0.7%	3.0%	10.6	-2.8	-6.1%	-7.0	2.2%	2.9%	-4.6	2.3%	-3.3%
Cc1coc2cc3oc(=O)c(CCC(=O)N[C@@H](CCCNC(N)=O)C(=O)O)c(C)c3cc12	-0.1%	0.7%	5.1	0.2	3.1%	0.1	/	1.6%	-8.8	1.1%	0.2%
CC(=O)NC1=NN(C(C)=O)C(c2ccco2)S1 (configuration not stated)	0.1%	-3.6%	2.9	3.0	4.8%	1.2	0.9%	?	0.9	0.4%	-4.6%
CC(=O)NC(CC(=O)NCCOc1ccccc1F)c1ccccc1 (configuration not stated)	0.0%	-5.5%	21.4	-3.0	0.6%	-1.2	-13.9%	0.0%	-9.2	-1.6%	-2.0%
SMILES	B2AR arrestin	BCR signal inh	KCNH2 3.1 inh	Coupling enz	uPA surface inh	KCNH2 WT inh	PKM2 activator	Eya2 phos inh	Giardia kill	USP2a inh	GALK inhibitor
CCOC(=O)/C(C#N)=C\c1ccc(OC)c(OC)c1	0.2%	-8.9%	2.8	1.7	-3.5%	1.3	-6.7%	-3.8%	0.8	4.0%	2.1%
O=C(c1cc([N+](=O)[O-])[nH]n1)N1CCSCC1	-0.1%	3.3%	0.1	-4.1	1.9%	6.1	12.3%	3.5%	-5.2	-1.4%	1.4%
O=C(O)c1cccc2c1C(=O)N(CC1CCCO1)C2 (configuration not stated)	0.0%	-0.3%	-4.5	-0.3	-4.4%	-4.1	-10.3%	5.7%	-1.5	-1.0%	5.4%
CCOc1ccc(N2CC(C(=O)NNC(=O)c3ccc(Br)cc3)CC2=O)cc1 (configuration not stated)	0.5%	1.1%	-18.8	/	4.3%	-0.6	/	-4.3%	-4.7	2.5%	/
COc1cccc(/C=N/Nc2ncc(C(F)(F)F)cc2Cl)c1O	?	?	4.3	-3.2	-15.9%	-5.7	0.0%	-4.9%	5.7	0.7%	2.0%
N#Cc1c(NC(=O)CSc2nnnn2C2CCCCC2)sc2c1CCCC2	-0.4%	-1.3%	-7.0	1.0	2.6%	2.3	-5.8%	0.5%	-17.7	-0.2%	3.3%
C[C@@]12CC(=O)NC1N(C(=O)c1cccc(C(F)(F)F)c1)C(c1ccccc1O)C2 (some centres not stated)	0.0%	-22.2%	6.1	0.1	6.3%	-1.6	-0.4%	11.0%	-4.0	2.3%	1.4%
CCc1nc(SCC(=O)Nc2nnc(CC(C)C)s2)n[nH]1	-0.5%	2.6%	-0.2	2.8	4.5%	16.5	1.4%	12.5%	1.2	10.9%	1.7%
O=C(COc1ccc(Cl)cc1)Nc1nnc(-c2ccc3c(c2)CCCC3)o1	-0.1%	3.8%	-8.6	7.7	-3.4%	-0.1	-17.5%	1.3%	9.7	0.8%	-2.4%
Cc1ccc(NC(=O)CN(C)C(=O)c2ccc(OCc3cn4ccccc4n3)cc2)cc1	-0.2%	-17.7%	-4.2	/	15.4%	-8.8	/	-20.5%	0.5	-1.6%	/
CC(=O)Nc1ccc(OCC(O)Cn2nc(C)c(C)c2C)cc1 (configuration not stated)	0.5%	?	-3.2	-1.9	4.3%	-6.1	/	-4.0%	-0.9	1.9%	-1.8%
C/C(Cn1nnc([N+](=O)[O-])n1)=N\NC(=O)c1ccccc1Cl	0.4%	?	0.6	-40.0*	-17.8%	17.3	0.1%	3.9%	?	1.6%	0.6%
O=C(c1ccccc1)N(C(=O)c1ccccc1)c1ncnc2c1C(c1ccccc1)c1c(ccc3ccccc13)O2 (configuration not stated)	-0.1%	1.1%	/	/	-0.1%	/	/	-9.4%	-20.6	2.3%	/

Bioassay records: PubChem, National Center for Advancing Translational Sciences (NCATS)
